PfM18AAP inh: blocks P. falciparum M18 aspartyl aminopeptidase; hit rate 1.2% among 290,000; recombinant PfM18AAP, H-Glu-NHMec fluorogenic cleavage; AID 1822; inhibition, % at 7.35 µM;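 active = inhibition above the campaign mean inhibition over all tested compounds plus 3 SD, cut at about 28% in these data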;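 also: 0% = plate median of test compound wells and 100% = 2 mM ZnCl2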
PHOSPHO1 block: PHOSPHO1 (human) inhibition; hit rate 1.1% among 290,000; inhibition, % at 13.3 µM; Q8TCT1; recombinant PHOSPHO1, absorbance phosphatase assay; AID 1565; in the data active = inhibition above about 60%
Target sequence (Q8TCT1 whole entry, looked up): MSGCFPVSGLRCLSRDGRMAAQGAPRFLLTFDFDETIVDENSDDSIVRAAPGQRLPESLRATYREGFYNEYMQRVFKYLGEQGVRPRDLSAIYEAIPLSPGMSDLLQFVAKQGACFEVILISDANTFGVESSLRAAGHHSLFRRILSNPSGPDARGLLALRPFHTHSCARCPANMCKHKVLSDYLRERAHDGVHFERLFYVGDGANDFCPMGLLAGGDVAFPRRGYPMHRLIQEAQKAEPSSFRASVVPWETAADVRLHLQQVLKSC
IDE inh: inhibitors of human insulin-degrading enzyme in cells; P14735; HEK cells, FAbetaB cleavage, fluorescence polarization; inhibition, % at 5.59 µM; hit rate 0.41% among 320,000; AID 434962;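 active = percent inhibition above the average of all tested compounds plus 3 SD, set per screening campaign, cut at about 16% in these data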;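 also: IDE supplied by intact live HEK cells; FP after avidin binding of uncleaved biotin substrate so inhibition keeps polarization high; 0% = DMSO wells and 100% = 60 µM reference IDE inhibitor Ii1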
GPR7 antag: human neuropeptides B/W receptor 1 antagonism; P48145; GPR7-expressing cells, fluorescence antagonist assay; inhibition, % at 4.4 µM; hit rate 1.1% among 290,000; AID 1861; in the data active = inhibition above about 16%, passing the limit was not always enough;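 also: cells stimulated with the agonist NPW; 0% = agonist with vehicle and 100% = vehicle without agonist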
Target sequence (P48145 whole entry, looked up): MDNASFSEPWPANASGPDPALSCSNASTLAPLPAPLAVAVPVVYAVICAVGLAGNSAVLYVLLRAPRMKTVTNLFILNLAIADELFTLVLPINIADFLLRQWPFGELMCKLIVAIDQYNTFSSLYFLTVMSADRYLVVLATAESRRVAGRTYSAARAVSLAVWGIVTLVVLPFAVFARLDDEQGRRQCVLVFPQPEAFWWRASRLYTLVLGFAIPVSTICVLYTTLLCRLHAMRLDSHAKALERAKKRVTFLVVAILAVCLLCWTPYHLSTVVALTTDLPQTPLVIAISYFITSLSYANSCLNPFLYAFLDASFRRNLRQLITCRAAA
VIM-2 inhibitor: inhibitors of Pseudomonas aeruginosa VIM-2 metallo-beta-lactamase; purified VIM-2, nitrocefin hydrolysis, epi-absorbance fluorescence; inhibition, % at 5.6 µM; hit rate 0.89% among 290,000; AID 1527;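 active = inhibition above the mean of all tested compounds plus 3 SD, cutoff set per screening run, cut at about 7.5% in these data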;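 also: red hydrolysis product quenches plate fluorescence so inhibitors raise well fluorescence; 0% = enzyme with DMSO and 100% = DMSO without enzyme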
IMP-1 inhibitor: inhibitors of Pseudomonas aeruginosa IMP-1 metallo-beta-lactamase; purified IMP-1, nitrocefin hydrolysis, epi-absorbance fluorescence; inhibition, % at 5.6 µM; hit rate 0.45% among 290,000; AID 1556;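 active = inhibition above the mean plus 3 SD of all compounds in the same screening run, cut at about 4.5% in these data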;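 also: 0% = IMP-1 with DMSO and 100% = DMSO wells lacking enzyme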
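assay system = purified recombinant IMP-1 metallo-beta-lactamase enzyme | schedule = 15 min preincubation plus 25 min reaction at 25 °C | signal = Epi-absorbance fluorescence, 480 nm excitation, 530 nm emission | read-out basis = percent inhibition from optical density relative to buffer-blank wells | controls = IMP-1 with DMSO as 0%, enzyme-free DMSO as 100%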
IDE cell activ: IDE (human) activation, cell-based | P14735 | HEK cells, FAbeta-B cleavage, fluorescence polarization; 0% vehicle, 100% cell-free pure enzyme wells | activation, % at 5.96 µM | hit rate 0.073% among 340,000 | AID 493087;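 active = activation above the mean of all tested compounds plus 3 SD, set per screening campaign, cut at about 17% in these data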
pCIP destab: p/CIP protein destabilization. Q05BA5. F442A p/CIP-EGFP cells, EGFP fluorescence, 16 h. decrease of EGFP signal, % at 10 µM. hit rate 0.01% among 290,000;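 active = EGFP signal decrease of at least 30% at 10 µM or well 3 SD below plate mean, unless failing retest; inactive = the rest, including hits failing retest or dose response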; also: some compounds called inactive have numbers as strong as hits; many of its hits are not listed in these tables
NALP1 yeast inh: blocks the NALP1 inflammasome reconstituted in yeast. S. cerevisiae NALP1/ASC/caspase-1 growth, X-gal OD620, 72 h. AID 2071. hit rate 0.61% among 280,000. inhibition, % at 10 µM; in the data active = inhibition mostly above about 24%, no sharp cut-off; inactive = mostly below about 32%; also: some compounds called inactive have numbers as strong as hits
* hit, by the source's call; · = no result given. An unsorted share of the library; 5.3% or so of the library scored in one or more.

SMILES | PfM18AAP inh | PHOSPHO1 block | IDE inh | GPR7 antag | VIM-2 inhibitor | IMP-1 inhibitor | IDE cell activ | pCIP destab | NALP1 yeast inh
Cc1ccc(C(=O)NCCNc2nc3cc(C)c(C)cc3cc2C)cc1 | 0 | 28 | 1 | -3 | -1.6 | -1.2 | 3 | -19 | 10
CN(Cc1c(C(=O)N/N=C/c2cccc(F)c2)nnn1-c1nonc1N)C1CCCCC1 | 10 | 24 | 4 | -10 | -2.8 | -3.6 | -1 | -8 | -5
CCCN(CCC)Cc1c(C(=O)N/N=C/c2ccc(C)o2)nnn1-c1nonc1N | 10 | 20 | 2 | -6 | -2.4 | -4.4 | 1 | 10 | 14
O=C(COC(=O)c1ccc([N+](=O)[O-])s1)NC(c1ccccc1)c1ccccc1 | 1 | 6 | -1 | -12 | -0.1 | -0.4 | 2 | -2 | 18
O=C(Nc1ccc(Nc2ccccc2)cc1)C1CC1 | -1 | 27 | 10 | -9 | 0.2 | -2.8 | 2 | -1 | ·
COC(=O)C1C(=O)C2=C(CC1C)NC(=O)CC2c1ccc(O)c(OC)c1 (centres undefined) | 5 | -15 | -1 | -2 | -1.4 | 0.4 | 1 | 4 | -6
COc1cccc(CSCC(=O)NCCc2ccccc2)c1OC | 1 | 16 | -2 | -7 | -1.1 | -2.0 | 4 | 2 | -3
Cc1cc2nc(SCCN3CCOCC3)[nH]c2cc1C | 4 | 27 | 0 | 4 | 0.2 | 0.0 | 4 | -6 | 3
CN(C)S(=O)(=O)Oc1ccccc1C(=O)Nc1ccccc1Cl | -4 | 34 | 1 | 10 | -2.1 | -2.7 | 7 | -4 | 5
CN1CCCC(OC(=O)COc2ccccc2)C1 (centres undefined) | -5 | 18 | 5 | -6 | -1.1 | -1.5 | 4 | -13 | -2
COc1ccc(/C=N\NC(=O)COc2ccccc2)c(C(=O)O)c1OC | -10 | -11 | 7 | -2 | -3.1 | -3.1 | -4 | -2 | 11
CCn1ncc(Cl)c1C(=O)NC(C)c1ccccc1 (centres undefined) | 10 | -2 | 2 | -9 | -2.9 | -2.5 | 3 | -11 | 23
O=C(/C=C/c1ccc(Cl)cc1)NC(=S)Nc1ccccc1C(=O)O | 1 | 13 | 13 | 1 | -5.0 | -6.1 | 5 | 0 | ·
COc1ccc2nc(N/C(N)=N/C(=S)Nc3cccc(C)c3)nc(C)c2c1 | -1 | 2 | 8 | -18 | -2.6 | -3.0 | 5 | 11 | -1
Cc1ccc(C(OCC(O)CNC(C)c2ccccc2)c2ccccc2)cc1 (centres undefined) | 7 | 28 | 3 | 9 | -1.7 | -2.5 | 0 | -4 | 15
CNC(=O)C(=O)Nc1c(O)c2ccccc2[nH]c1=O | 12 | 27 | 3 | 1 | 0.7 | -1.3 | 3 | 3 | ·
Cc1ccccc1NC(=O)CSCCN1C(=O)c2ccccc2C1=O | -4 | -14 | 2 | 1 | -2.3 | -1.7 | 4 | -3 | 13
CCOC(=O)CSc1ccc2nnc(-c3cccs3)n2n1 | -5 | -8 | -1 | -16 | 7.4 | -4.6 | 7 | 2 | 6
O=C1C2C3C=CC(C3)C2C(=O)N1c1n[nH]c(CCc2ccccc2)n1 (centres undefined) | 6 | 5 | -4 | -17 | -4.4 | -6.3 | 4 | -10 | 0
CC1(C)C2CC=C(/C=N/NC(=O)c3ccccc3Br)C1C2 (centres undefined) | -6 | -4 | 3 | 11 | -3.5 | -4.3 | 6 | -1 | 16
Cc1cccc(NC(=O)c2c(O)c3cccc4c3n(c2=O)CC4)c1 | -5 | · | · | -7 | -1.1 | -0.8 | · | · | ·
Cc1cc(C)c2c(c1)SC1=NC(c3ccccc3)(C(F)(F)F)NC(=O)N12 (centres undefined) | 1 | 20 | -1 | 2 | 0.5 | -2.6 | 6 | 10 | 3
COc1ccccc1N(C(=O)CNC(=O)c1ccco1)C(C(=O)NCC1CCCO1)c1ccccc1 (centres undefined) | -6 | -6 | -2 | 2 | -0.8 | -1.5 | 5 | -3 | -8
O=C(NC(NNc1ccc([N+](=O)[O-])cc1)(C(F)(F)F)C(F)(F)F)c1ccc(F)cc1 | 10 | 5 | 0 | -4 | -2.0 | -3.6 | 5 | -18 | 38
Cc1ccc(N2CC(=O)N(NC(=O)Nc3ccc(Cl)c(Cl)c3)CC2=O)cc1 | -6 | -6 | 15 | -5 | -0.4 | -1.9 | -3 | -11 | ·
Next section
SMILES | PfM18AAP inh | PHOSPHO1 block | IDE inh | GPR7 antag | VIM-2 inhibitor | IMP-1 inhibitor | IDE cell activ | pCIP destab | NALP1 yeast inh
Cc1ccc(C(=O)N2CCN(c3ccc(F)cc3)CC2)cc1S(=O)(=O)N1CCCCC1 | -7 | -2 | -1 | 5 | -0.8 | -2.8 | 0 | -11 | 4
CCCCN(CC)S(=O)(=O)c1ccc(C(=O)Nc2nnc(CSC)o2)cc1 | -5 | 20 | 7 | 24 | -2.0 | -0.9 | 3 | -3 | -15
CCOC(=O)c1ccc(NC(=S)NCCCn2ccnc2)cc1 | -4 | 34 | 1 | 1 | -1.7 | -1.6 | 2 | -9 | 0
CC(C)CSC1=NSC2=NC(=O)/C(=C\c3coc4ccccc4c3=O)C(=N)N12 | 6 | 9 | 63* | -2 | -3.6 | -2.1 | -128 | -56 | 0
CC(=O)n1cc([C@H]2C=C(C(=O)O)O[C@@H](OCCCCO)C2)c2ccccc21 | 0 | 5 | 6 | -10 | 2.5 | -3.0 | 1 | -12 | -6
O=C(O)c1ccc2c(c1)C(=O)N(c1ccccc1-c1ccccc1)C2=O | -1 | 8 | 3 | -2 | -2.4 | -1.1 | 2 | -12 | -59
CC(C)=CC(=O)Nc1ccc(S(=O)(=O)Nc2onc(C)c2C)cc1 | -5 | 1 | 2 | 0 | -2.1 | -0.5 | 3 | 2 | -6
O=c1[nH][nH]cc1C=Nc1ccc(Cl)cc1Cl | -2 | 11 | -1 | 4 | -0.9 | -0.6 | 2 | -6 | 0
CCCCn1c(SCC(=O)c2ccc3c(c2)OCCO3)nnc1-c1ccco1 | -13 | 35 | 6 | 3 | 3.8 | 0.6 | -6 | 5 | 22
COC(=O)c1ccc(N2CCN(CC(=O)c3ccc(-c4ccccc4)cc3)CC2)c([N+](=O)[O-])c1 | 0 | 32 | -2 | 12 | 0.9 | -1.1 | -2 | -8 | 10
O=C(CSc1ccc(-c2ccccn2)nn1)NC1CCCCC1 | -5 | -7 | 0 | -6 | 1.1 | -4.4 | 6 | 5 | 5
NNC(=O)C1CCCN1S(=O)(=O)c1ccc(Cl)cc1 (centres undefined) | -3 | 8 | 7 | -4 | 0.2 | -1.8 | 4 | 8 | -2
CC(C)OCCCn1c(=S)[nH]c2cc3c(cc2c1=O)OCO3 | -2 | 88* | 1 | -9 | -3.8 | -2.4 | -3 | 2 | -12
COn1c(-c2ccccc2)c(C=O)c2ccccc21 | 3 | -1 | -3 | -9 | -1.0 | 1.0 | -1 | -7 | -8
COc1ccc(NC(=O)N(CCCN2CCOCC2)Cc2cccnc2)c(OC)c1 | -4 | · | 2 | -2 | 1.0 | -2.1 | -1 | · | ·
CCOc1ccccc1NC(=O)c1cc(S(=O)(=O)NCc2ccco2)ccc1F | 12 | 36 | -1 | 24* | 3.9 | 0.1 | -2 | 2 | 21
Cc1ccc(CNC(=O)c2ccc([N+](=O)[O-])o2)cc1 | -9 | 14 | -3 | 15 | -0.2 | -1.4 | 1 | -26 | -3
O=C(CC12CC3CC(CC(C3)C1)C2)N/N=C/c1ccncc1 | 5 | 0 | -4 | -6 | -1.1 | -5.2 | 2 | -3 | 15
Cc1ccc(S(=O)(=O)CNC(=O)c2ccccc2)cc1 | -53 | 35 | 6 | -14 | -2.2 | -6.4 | -2 | -7 | -3
Cc1ccc(NC(=O)c2c(C)noc2C)cc1 | -6 | 8 | 3 | 5 | -1.5 | -1.3 | 8 | 0 | 10
S=C(NCCN1CCOCC1)Nc1ccc(Cl)c(Cl)c1 | 0 | -17 | -1 | 3 | -1.1 | -0.5 | 4 | -5 | -9
CCOC(=O)c1cnn(CC2CCCCC2)c1N | 10 | -10 | 6 | -9 | -4.2 | -4.2 | -1 | -7 | -2
O=S(=O)(Nc1ccc2c(c1)CCC2)c1cccs1 | 4 | -10 | 14 | -10 | 0.6 | -3.6 | 2 | -3 | 0
O=C(NC1CCCCC1)N1CCCC(c2nc(-c3ccc(S(=O)(=O)N4CCCC4)cc3)no2)C1 (centres undefined) | 3 | 6 | 2 | 2 | -3.0 | -3.0 | 3 | -10 | 13
CN(CC(=O)Nc1cccc2c1CCCC2)S(=O)(=O)c1ccccc1 | 0 | 4 | 8 | -11 | -3.9 | -2.8 | 7 | -4 | 18
Nn1c(SCC(=O)Nc2ccc3c(c2)OCO3)nnc1-c1ccncc1 | -11 | -55 | -4 | 8 | 0.0 | 0.5 | -5 | -6 | 4
Cc1cc(C)cc(NC(=O)Nc2cccnc2)c1 | 5 | 29 | · | 8 | -4.2 | -1.3 | 5 | -6 | 10
CC(=O)Nc1sc2c(c1C#N)CCC(C)C2 (centres undefined) | -6 | 24 | -5 | -6 | 1.8 | -1.3 | 6 | -5 | 7
O=C1CCCc2ccccc2N1Cc1cccc(Cl)c1 | -11 | 7 | 0 | -1 | -3.1 | -2.2 | 4 | -5 | 13

In a second layout: eight of the compounds above.
Values in the order – PfM18AAP inh | PHOSPHO1 block | IDE inh | GPR7 antag | VIM-2 inhibitor | IMP-1 inhibitor | IDE cell activ | pCIP destab | NALP1 yeast inh
CCCCn1c(SCC(=O)c2ccc3c(c2)OCCO3)nnc1-c1ccco1
→ -13 | 35 | 6 | 3 | 3.8 | 0.6 | -6 | 5 | 22
COC(=O)c1ccc(N2CCN(CC(=O)c3ccc(-c4ccccc4)cc3)CC2)c([N+](=O)[O-])c1
→ 0 | 32 | -2 | 12 | 0.9 | -1.1 | -2 | -8 | 10
O=C(CSc1ccc(-c2ccccn2)nn1)NC1CCCCC1
→ -5 | -7 | 0 | -6 | 1.1 | -4.4 | 6 | 5 | 5
NNC(=O)C1CCCN1S(=O)(=O)c1ccc(Cl)cc1 (centres undefined)
→ -3 | 8 | 7 | -4 | 0.2 | -1.8 | 4 | 8 | -2
CC(C)OCCCn1c(=S)[nH]c2cc3c(cc2c1=O)OCO3
→ -2 | 88* | 1 | -9 | -3.8 | -2.4 | -3 | 2 | -12
COn1c(-c2ccccc2)c(C=O)c2ccccc21
→ 3 | -1 | -3 | -9 | -1.0 | 1.0 | -1 | -7 | -8
COc1ccc(NC(=O)N(CCCN2CCOCC2)Cc2cccnc2)c(OC)c1
→ -4 | · | 2 | -2 | 1.0 | -2.1 | -1 | · | ·
CCOc1ccccc1NC(=O)c1cc(S(=O)(=O)NCc2ccco2)ccc1F
→ 12 | 36 | -1 | 24* | 3.9 | 0.1 | -2 | 2 | 21
